From PubChem
Gli-Sufu antag: antagonists of Gli-Sufu signaling; 340,000 tested, 0.74% active; Sufu-KO-LIGHT fibroblasts, Gli luciferase reporter luminescence; inhibition, % at 5 µM;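 active = inhibition above about 55%, limit read from the data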;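 also: 0% = DMSO-treated cells and 100% = wells with medium but no cells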
Jurkat NFkB inh: lowers PMA/ionomycin-induced NF-kB signal in Jurkat cells; PMA/ionomycin-induced NF-kB luciferase reporter, luminescence; inhibition, % at 4 µM; 330,000 tested, 0.53% active; AID 435003
UBC13 polyUb: inhibitors of human UBC13 polyubiquitin chain formation; P61088; TR-FRET; inhibition, % at 20 µM; 330,000 tested, 0.47% active; in the data active = inhibition above about 45%, passing the limit was not always enough
Target sequence (P61088 whole entry, looked up): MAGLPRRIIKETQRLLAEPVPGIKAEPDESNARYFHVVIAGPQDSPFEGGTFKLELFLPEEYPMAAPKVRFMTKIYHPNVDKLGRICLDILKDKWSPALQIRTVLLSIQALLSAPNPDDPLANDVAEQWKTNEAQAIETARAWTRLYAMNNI
HKDC1 inh: blocks human hexokinase HKDC1 activity. Q2TB90. recombinant HKDC1, G6PDH/diaphorase resazurin coupled fluorescence. inhibition, % at 20 µM. 340,000 tested, 0.16% active. AID 493160;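 active = inhibition above about 35% when tested at 20 µM, limit read from the data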;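 also: plate controls were DMSO wells with enzyme for no effect and DMSO wells lacking enzyme for full effect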
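Assay system: recombinant HKDC1 hexokinase; detection: coupled resazurin fluorescence, excitation 525 nm, emission 613 nm; benchmarks: DMSO-plus-enzyme-mix negative control, buffer-substituted positive control; compound dosing: single 20 µM dose; schedule: 90 min at room temperature in dark; also added: glucose plus 1 mM ATP as hexokinase substrates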
SENP7 block: blocks the human protease SENP7; Q9BQF6; recombinant SENP7, Z-RLRGG-aminoluciferin luminescence, 40 min; inhibition, % at 5 µM; 330,000 tested, 1.5% active; AID 434973;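 active = inhibition above about 50% at the single test dose, limit read from the data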;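 also: plate controls were DMSO with enzyme for no effect and no enzyme buffer wells for full effect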
Target sequence (Q9BQF6 706-1050 limits assumed): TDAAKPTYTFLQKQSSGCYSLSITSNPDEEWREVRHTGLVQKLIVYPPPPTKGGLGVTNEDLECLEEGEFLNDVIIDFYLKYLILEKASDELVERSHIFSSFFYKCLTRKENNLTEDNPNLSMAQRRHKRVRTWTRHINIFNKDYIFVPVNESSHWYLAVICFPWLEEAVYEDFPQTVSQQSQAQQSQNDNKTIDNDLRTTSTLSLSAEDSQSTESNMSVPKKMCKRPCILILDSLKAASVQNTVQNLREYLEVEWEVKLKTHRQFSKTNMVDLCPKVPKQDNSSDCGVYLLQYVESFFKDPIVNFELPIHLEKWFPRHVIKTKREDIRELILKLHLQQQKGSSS
SENP8 inh: SENP8 protease inhibition; purified SENP8, Z-RLRGG-aminoluciferin cleavage, luminescence; Q96LD8; 330,000 tested, 1.2% active; inhibition, % at 10 µM
Target sequence (Q96LD8 whole entry, looked up): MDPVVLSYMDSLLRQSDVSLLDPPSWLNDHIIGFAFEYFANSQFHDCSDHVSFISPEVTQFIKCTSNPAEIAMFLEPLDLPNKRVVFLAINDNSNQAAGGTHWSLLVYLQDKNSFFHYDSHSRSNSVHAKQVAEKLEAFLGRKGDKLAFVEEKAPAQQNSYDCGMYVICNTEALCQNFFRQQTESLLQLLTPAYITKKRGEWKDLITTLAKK
Apaf-1 inh: blocks human Apaf-1 apoptosome activity. reconstituted apoptosome caspase-3 activity, DEVD-Rh110 fluorescence. O14727. inhibition, % at 20 µM. AID 489030. 330,000 tested, 0.71% active; active = inhibition of at least 40% at 20 µM;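 also: plate controls were DMSO wells for no effect and DEVD-CHO caspase inhibitor wells for full effect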
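System – cell-free apoptosome with Apaf-1, procaspase-3 and caspase-9 · Buffer or medium – pH 7.5 Hepes buffer with CHAPS, BSA, DTT · Also added – cytochrome c with DEVD-Rh110 · Times – 30 min compound preincubation, 50 min activation, room temperature · Technique – Rh110 fluorescence intensity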
697 NFkB inh: inhibitors of the PMA/ionomycin-induced NF-kB reporter in 697 B cells | inhibition, % at 4 µM | 697 B-cell NF-kB luciferase reporter, 16 h | 330,000 tested, 0.33% active; in the data active = inhibition above about 35%
Numbers without * were called inactive; . = no result given. Rule as the data show it, unless noted: active = inhibition above about 50%; inactive = the rest.

SMILES	Gli-Sufu antag	Jurkat NFkB inh	UBC13 polyUb	HKDC1 inh	SENP7 block	SENP8 inh	Apaf-1 inh	697 NFkB inh
Cc1ccccc1OCCC(=O)N1CCN(S(=O)(=O)c2ccccc2F)CC1	7.6	11.7	-3.1	-6.1	1.4	-0.9	6.3	3.5
CCOCCCn1c(SCC(=O)Nc2oc(C)c3c(C)n[nH]c(=O)c23)nnc1-c1ccncc1	23.8	8.2	0.3	4.1	0.3	3.4	2.7	0.2
COc1ccc(C(=O)N2CCN(C(=O)CC(C)C)CC2)cc1OC	0.6	3.5	-1.4	-6.2	0.1	-8.9	-0.9	17.9
COc1ccc(CNC(=O)C(C)NC(=O)c2cc3ccccc3o2)cc1 (configuration not stated)	-1.8	-9.3	-5.7	-4.6	10.1	0.0	-14.3	7.9
N/N=C(\c1ccccc1)C12CN3CN(CN(C3)C1)C2	-2.6	-11.6	-20.4	-6.4	-7.3	-9.5	-2.1	-7.2
CC(=O)C1=C(O)C(=O)N(c2cccnc2)C1c1cccc([N+](=O)[O-])c1 (configuration not stated)	-6.1	-3.1	-3.7	-4.0	1.8	2.9	-9.2	16.4
COc1cc2c(cc1OC)C(C)N(CC(=O)Nc1ccc(S(=O)(=O)N3CCCC3)cc1)CC2 (configuration not stated)	23.7	-4.9	9.1	4.0	-1.7	3.5	16.1	4.2
O=C(c1ccc2oc(CCc3ccccc3)nc2c1)N1CCC(O)CC1	-69.5	-116.2	0.7	4.4	2.8	6.9	-11.7	-113.9
CCCc1nc2nc(C)c(NS(=O)(=O)c3ccc(Cl)cc3)c(=O)n2[nH]1	7.1	28.1	2.8	-3.0	-4.3	-2.3	2.5	-0.4
COc1ccc(NC(=O)C2Cc3cccc(OC)c3O/C2=N\O)cc1 (configuration not stated)	-7.0	-5.3	3.9	0.0	-2.1	0.5	-7.8	1.9
COC(=O)Cn1c(C)c(C(C)=O)c(C(C)=O)c1C	-8.4	4.6	3.2	-1.9	9.6	4.1	-8.7	-3.3
COc1cccc(C2C(C(C)=O)=C(O)C(=O)N2CCNCCO)c1 (configuration not stated)	.	8.7	2.8	.	-0.2	2.9	-7.1	0.9
CN(NC(=O)c1ccco1)c1nc2ccccc2nc1C(F)(F)F	-6.5	5.9	-6.1	-13.5	5.6	-4.2	-0.9	20.7
Cc1cnc(C(=O)Nc2cccc3ncccc23)cn1	5.1	4.1	-2.4	2.9	8.3	-2.2	-6.9	5.2
O=C(NC1CCC(O)CC1)c1ccc(NS(=O)(=O)c2cccc([N+](=O)[O-])c2)cc1 (configuration not stated)	1.6	-22.3	1.2	-2.8	9.8	3.7	19.2	8.2
COc1ccc(N(CC(=O)N2CCCCCC2)S(=O)(=O)c2ccccc2[N+](=O)[O-])c(OC)c1	13.7	8.8	5.1	0.7	0.6	10.5	11.0	6.2
CN1CCC(N(C)C(=O)COc2ccccc2Cl)CC1	-1.0	-5.6	-2.5	-4.9	-5.2	-5.9	11.3	3.6
O=C(Cc1ccccc1)NNC1CC(=O)N(c2ccc(Br)cc2)C1=O (configuration not stated)	-0.3	-10.4	-3.5	3.8	-8.1	-11.1	-0.4	-6.7
Cc1cccc(CN(C(=S)Nc2c(C)cccc2C)c2cccnc2)c1	3.2	-6.0	2.7	-3.2	1.7	-2.1	0.6	17.2
Fc1ccc(CNC(=S)NC2CCCCC2)cc1	-3.5	2.2	7.1	-6.7	8.3	2.6	-6.8	-0.9

Record cards (already shown). Values in the order: Gli-Sufu antag	Jurkat NFkB inh	UBC13 polyUb	HKDC1 inh	SENP7 block	SENP8 inh	Apaf-1 inh	697 NFkB inh
Cc1ccccc1OCCC(=O)N1CCN(S(=O)(=O)c2ccccc2F)CC1 across the screens: 7.6	11.7	-3.1	-6.1	1.4	-0.9	6.3	3.5
CN(NC(=O)c1ccco1)c1nc2ccccc2nc1C(F)(F)F across the screens: -6.5	5.9	-6.1	-13.5	5.6	-4.2	-0.9	20.7
COc1ccc(NC(=O)C2Cc3cccc(OC)c3O/C2=N\O)cc1 (configuration not stated) across the screens: -7.0	-5.3	3.9	0.0	-2.1	0.5	-7.8	1.9
CC(=O)C1=C(O)C(=O)N(c2cccnc2)C1c1cccc([N+](=O)[O-])c1 (configuration not stated) across the screens: -6.1	-3.1	-3.7	-4.0	1.8	2.9	-9.2	16.4

In a second layout: results already given
The line under a structure holds: Gli-Sufu antag, Jurkat NFkB inh, UBC13 polyUb, HKDC1 inh, SENP7 block, SENP8 inh, Apaf-1 inh, 697 NFkB inh
> CN1CCC(N(C)C(=O)COc2ccccc2Cl)CC1
 : -1.0, -5.6, -2.5, -4.9, -5.2, -5.9, 11.3, 3.6
> O=C(Cc1ccccc1)NNC1CC(=O)N(c2ccc(Br)cc2)C1=O (configuration not stated)
 : -0.3, -10.4, -3.5, 3.8, -8.1, -11.1, -0.4, -6.7

Carrying on.
SMILES	Gli-Sufu antag	Jurkat NFkB inh	UBC13 polyUb	HKDC1 inh	SENP7 block	SENP8 inh	Apaf-1 inh	697 NFkB inh
CCSC1=N/C(=C\c2cccnc2)C(=O)N1c1ccccc1	-3.3	-6.0	-9.1	-8.3	-7.6	-15.4	11.6	8.4
Cc1ccc2ncnc(NCCCN3CCOCC3)c2c1	3.0	-5.9	-7.0	-1.6	-17.7	-6.2	-12.0	-22.0
CN1CCN(S(=O)(=O)c2csc(C(N)=O)c2)CC1	-8.9	3.6	2.3	-4.4	2.5	4.6	-11.7	1.7
Cc1cc(F)ccc1NCc1cccnc1	6.7	0.6	-14.7	-2.2	-3.1	-5.3	8.9	-12.6
CC(C)(C)C1CCC(OCC(O)CN2CCN(Cc3ccccc3)CC2)CC1 (configuration not stated)	4.8	-8.8	9.6	0.0	-1.9	1.6	-4.4	-13.4
Cc1nnnn1/C(=C\c1ccccc1)C(=O)OCC(=O)Nc1ccc(Cl)cc1F	4.1	6.1	-0.9	-3.7	-1.0	1.9	0.1	8.1
O=C1C2CCCN2C(=S)N1C1CCCCC1 (configuration not stated)	-2.0	-1.3	7.1	-8.3	1.7	3.3	-2.2	7.7
COC(=O)[C@@]1(Cc2ccc(OC)cc2)[C@H]2c3cc(C(=O)N4CCCC4)n(CCn4cc([N+](=O)[O-])nc4C)c3C[C@H]2CN1C(=O)c1ccccc1	5.8	-2.2	7.0	7.1	-9.1	-0.1	19.5	15.1
CCCn1nc(C(=O)NCCc2ccc(S(N)(=O)=O)cc2)c2ccccc2c1=O	27.1	2.7	8.1	0.4	-5.9	5.2	-4.4	23.8
OCc1cc(-c2ccccn2)no1	2.1	2.9	5.0	-1.7	4.6	7.5	-0.7	2.3
Cc1ccc2c(c1)nnn2C1CCN(S(=O)(=O)c2ccc(C(=O)N3CC(C)CC(C)C3)cc2)CC1 (configuration not stated)	36.9	1.5	-10.7	3.7	-1.0	-8.7	26.7	-56.2
O=C(Nc1ccc(Nc2ccccc2)cc1)c1c(F)c(F)c(F)c(F)c1F	-22.2	-23.5	-6.4	1.5	10.1	-4.1	8.4	-22.2
CCOC(=O)c1[nH]c(C)c(C(=O)NC2CCCCCC2)c1C	-3.5	-5.6	-3.3	-2.2	-2.9	-13.6	2.1	3.3
O=C(c1cnccn1)N1CCN(S(=O)(=O)c2ccc3ccccc3c2)CC1	-1.0	-21.1	-9.5	-6.8	0.4	-4.8	8.6	-26.6
CC(C)CNS(=O)(=O)c1ccc(OCC(=O)Nc2ccc(F)cc2F)cc1	1.1	2.8	-7.0	4.7	13.1	-9.1	-2.4	6.2
COc1cc(/C=N/N(C)C)ccc1OC(=O)c1cccs1	5.2	-1.1	-7.8	4.5	1.3	-9.1	-4.4	8.0
O=C1CSC(c2cccc([N+](=O)[O-])c2)N1c1ccccc1 (configuration not stated)	0.1	3.0	7.7	4.7	-5.9	13.4	-7.1	15.9
Cc1ccc(OC(=O)c2ccc3nc(C)sc3c2)cc1	-91.8	-8.7	-4.4	1.0	2.3	2.4	9.3	-71.2
C=C(C)COc1ccc2c(C)c(CC(=O)N3C[C@H]4C[C@@H](C3)c3cccc(=O)n3C4)c(=O)oc2c1	4.0	2.6	1.7	0.6	-1.5	-0.9	-5.3	23.5
Cc1ccc(C(=O)Nc2cccnc2N2CCN(C)CC2)cc1	-2.7	-3.7	-3.0	-4.6	6.7	7.1	-9.3	21.0
COC(=O)c1cc(CNC(=O)C(C)NS(=O)(=O)c2ccc(C)c(C)c2)ccc1OC (configuration not stated)	-15.8	6.4	-2.2	-1.5	-8.3	-9.7	0.7	-6.7
O=C(NN1CCOCC1)c1cccc(Br)c1	2.8	9.5	-1.4	-2.9	-8.3	-3.9	-6.7	-3.9
C=CCNC(=S)NS(=O)(=O)c1cccs1	2.1	12.5	-1.3	-10.0	4.1	2.7	-5.9	11.6
CC(=O)N1CCN(Cc2cc(=O)n3cc(Cl)c(C)c(Cl)c3n2)CC1	7.9	-20.7	-7.1	-3.3	0.3	-2.1	1.5	-0.5
Cc1cc(C)c2[nH]c(=O)c(C(c3nnnn3CC3CCCO3)N3CCC(C)CC3)cc2c1 (configuration not stated)	6.4	4.7	-14.0	12.1	-3.5	-7.8	6.2	-2.6
Cc1sc2ncnc(OCC(=O)NC(C)C)c2c1C	-4.5	-7.1	0.6	-8.9	7.9	-6.4	5.9	0.1
Cc1nn(-c2ccccc2)c(N2CCCC2)c1/C=C1\N=C(c2ccccc2)OC1=O	-12.1	4.4	-23.3	4.8	0.3	8.9	5.8	3.6
O=C(CSc1ccc(Cl)cc1)NNC(=O)c1ccco1	1.7	3.9	-15.1	4.3	1.2	4.9	-5.5	-16.4
Nc1ccccc1NC1=CC(=O)CC(c2ccco2)C1 (configuration not stated)	2.0	-6.7	-5.4	-9.1	-3.3	-5.6	-1.9	27.2
Cc1c(C)c2cc(Cl)c(O)c(CN3CCCCC3)c2oc1=O	4.2	0.2	18.9	2.2	-4.2	-2.4	0.3	9.6
Cc1cc(OCC(=O)N2CCCC2)cc(C)c1Cl	-5.8	2.6	0.4	6.1	-6.0	-10.8	5.2	-0.8
O=C(NC(Cc1ccccc1)C(=O)N1CCN(S(=O)(=O)c2ccccc2F)CC1)c1ccccc1 (configuration not stated)	10.4	0.7	5.9	-0.8	-2.7	4.6	-0.9	6.9
C[C@]12C=C[C@H](O)CC1=CCC1C2CC[C@@]2(C)C1CCC21OCCO1 (some centres not stated)	-1.3	5.7	5.2	-2.0	8.0	-1.4	3.7	-11.4
Cc1ccc(NCC(=O)N/N=C\c2ccc[nH]2)cc1	-2.2	7.2	-0.2	1.5	3.8	-3.4	-4.7	7.1
COc1ccccc1C(=O)Nc1nnc(SCC(=O)NCc2ccco2)s1	-65.8	-115.3	-2.3	4.7	27.7	14.9	-2.0	8.6
COc1ccc(NC(=O)CCc2nnc3ccc(NCc4ccco4)nn23)cc1	-6.3	6.1	5.2	0.3	-25.8	-4.3	0.2	-2.7
COc1ccc(CCC2(C)NC(=O)N(C(C)C(=O)Nc3ccccc3F)C2=O)cc1 (configuration not stated)	3.5	-21.4	2.8	-6.4	4.4	-8.5	0.0	1.9
CCC12C(=O)C(CC)(C(c3ccccc3)=C1c1ccccc1)[C@@H]1C(=O)N(c3ccccc3)C(=O)C12 (some centres not stated)	3.4	14.6	1.5	2.5	8.9	7.1	4.7	-6.9
Cc1ccc(S(=O)(=O)CC(=O)Nc2nnc(C(C)(C)C)s2)cc1	0.8	-14.3	1.5	-1.8	-0.6	3.5	5.0	10.0
CCOC(=O)C1CCN(C(=O)C2CCN(S(=O)(=O)N3CCCC3)CC2)CC1	1.3	5.2	-0.1	-9.6	-3.5	-10.5	0.5	4.1
COc1ccc(S(=O)(=O)N2CCCC2CNC(=O)C(=O)NCCc2ccccc2)cc1 (configuration not stated)	-5.7	54.1*	-1.0	-1.4	-3.7	-9.1	13.6	-31.9
O=C(NNc1c2ccccc2nc2ccccc12)c1ccc(O)cc1	27.5	-6.7	-397.4	-5.0	-1.5	5.4	-6.4	-8.7
Cc1cc(C)c(NC(=O)NC(=O)c2ccc(F)cc2)c(C)n1	-11.0	0.7	2.6	3.7	-1.0	-5.3	-2.5	0.8

Compounds were not picked by outcome; 3.6% or so of the library scored in one or more.
